From PubChem BioAssay
CHRM5 PAM = human M5 muscarinic receptor positive allosteric modulators, primary screen, CHO-K1 cells, Fluo-8 calcium fluorescence. AID 624038, 2012. hit rate 0.3% among 360,000. activation, % at 3 µM. CHO-K1 hM5, ACh EC20 PAM; 0% = ACh EC20, 100% = ACh EC100. Muscarinic acetylcholine receptor M5 (Homo sapiens), P08912;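 active means activation above the run cutoff, the mean activation of all test compounds plus 3 SD, cut at about 18% in these data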
Target sequence (P08912 whole entry, looked up): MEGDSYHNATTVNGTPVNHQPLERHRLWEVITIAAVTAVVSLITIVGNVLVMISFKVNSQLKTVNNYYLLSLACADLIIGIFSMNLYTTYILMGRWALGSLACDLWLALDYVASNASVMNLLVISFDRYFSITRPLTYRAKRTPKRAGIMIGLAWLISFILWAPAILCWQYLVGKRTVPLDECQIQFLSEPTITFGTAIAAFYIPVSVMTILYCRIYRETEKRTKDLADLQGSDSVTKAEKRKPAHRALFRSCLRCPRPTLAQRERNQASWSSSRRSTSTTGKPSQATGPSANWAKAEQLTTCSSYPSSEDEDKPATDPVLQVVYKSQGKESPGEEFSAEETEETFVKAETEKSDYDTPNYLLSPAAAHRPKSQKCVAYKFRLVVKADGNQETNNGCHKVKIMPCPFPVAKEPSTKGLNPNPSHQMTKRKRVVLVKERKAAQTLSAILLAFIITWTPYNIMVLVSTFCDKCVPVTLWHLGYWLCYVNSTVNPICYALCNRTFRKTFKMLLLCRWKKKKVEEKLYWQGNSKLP
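Assay system: CHO-K1 hM5 cells. Also added: acetylcholine at EC20 concentration, added after compound. Dosing: 3 µM, single dose. Times: compound preincubation 140 s before EC20 acetylcholine addition. Signal: Fluo-8 calcium fluorescence. Measure: % activation relative to EC20 and EC100 ACh responses. Repeats: singlicate, one well per test compound.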
M1 PAM = human M1 muscarinic receptor positive allosteric modulators, primary screen, CHO-K1 cells, Fluo-8 calcium fluorescence, 1536-well. activation, % at 3 µM. hit rate 0.088% among 360,000. CHO-K1 hM1, ACh EC20; 0% = ACh EC20, 100% = maximal ACh; in the data active means activation above about 19%, passing the limit was not always enough
Target sequence (P11229 whole entry, looked up): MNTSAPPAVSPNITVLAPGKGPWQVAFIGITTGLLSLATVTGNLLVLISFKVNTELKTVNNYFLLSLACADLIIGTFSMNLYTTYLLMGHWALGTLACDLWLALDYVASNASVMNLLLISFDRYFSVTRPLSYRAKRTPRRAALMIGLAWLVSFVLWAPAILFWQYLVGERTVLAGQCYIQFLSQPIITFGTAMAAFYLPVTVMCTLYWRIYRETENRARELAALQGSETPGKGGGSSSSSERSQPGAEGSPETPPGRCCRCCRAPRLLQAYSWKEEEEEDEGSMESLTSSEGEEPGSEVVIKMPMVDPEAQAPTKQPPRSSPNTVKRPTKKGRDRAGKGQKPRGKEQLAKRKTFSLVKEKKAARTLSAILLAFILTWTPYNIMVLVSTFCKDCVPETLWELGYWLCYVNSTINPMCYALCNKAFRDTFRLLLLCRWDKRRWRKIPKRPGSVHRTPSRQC
CHRM5 agonist = human M5 muscarinic receptor agonists, primary screen, CHO-K1 cells, Fluo-8 calcium fluorescence; Muscarinic acetylcholine receptor M5 (Homo sapiens), P08912; AID 624037, 2012; hit rate 0.19% among 360,000; CHO-K1 hM5 cells; 0% DMSO wells, 100% maximal acetylcholine response; activation, % at 3 µM;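 active means activation above the run's mean over test compounds plus 3 SD, cut at about 23% in these data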;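 further: signal is peak over basal fluorescence ratio across the kinetic read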
CHRM4 PAM = human M4 muscarinic receptor positive allosteric modulators, primary screen, CHO-K1 cells, Fluo-8 calcium fluorescence; Muscarinic acetylcholine receptor M4 (Homo sapiens), P08173; CHO-K1 hM4/Gqi5, ACh EC20; 0% = ACh EC20, 100% = maximal ACh; activation, % at 3 µM; hit rate 0.4% among 360,000; AID 624126, 2012;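 active means activation above its plate's cutoff, the mean activation of sample wells plus 3 SD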; further: some results filed as inactive read as strong as hits
CRFBP-R2 block = antagonists of CRF-BP/CRF-R2 complex, primary screen, cell-based, HEK293, calcium dye fluorescence, uHTS | CRF-induced calcium fluorescence | inhibition, % at 11.8 µM | hit rate 0.59% among 350,000 | AID 588475, 2011;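 active means inhibition of the ligand-induced calcium signal above about 50% at the single tested concentration, limit read from the data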
CRFBP-R2 agonist = agonists of CRF-BP/CRF-R2 complex, primary screen, cell-based, HEK293, calcium dye fluorescence, uHTS | AID 588473, 2011 | CRF-binding protein / CRF receptor 2 complex (human) | hit rate 0.46% among 350,000 | activation, % at 13.2 µM | calcium dye fluorescence (FLIPR); percent of saturating CRF peptide response;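 active means activation of at least 50%, plus an integration ratio under a set limit after plate pattern correction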;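 further: plate controls were neutral control wells without compound for no effect and CRF at EC100 for full effect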
CHRM4 antagonist = human M4 muscarinic receptor antagonists, primary screen, CHO cells, Fluo-8 calcium fluorescence; CHO-hM4 cells, ACh EC80; inhibition, % at 3 µM; hit rate 0.73% among 360,000; Muscarinic acetylcholine receptor M4 (Homo sapiens), P08173;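 active means inhibition above its plate's cutoff, the mean inhibition of sample wells plus 3 SD, cut at about 27% in these data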;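 further: 0% = acetylcholine EC80 with DMSO and 100% = DMSO without agonist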
M4 ag = human M4 muscarinic receptor agonists, primary screen, CHO-K1 cells, Fluo-8 calcium fluorescence. AID 624127, 2012. activation, % at 3 µM. CHO-K1 hM4/Gqi5; vehicle 0%, full acetylcholine response 100%. hit rate 0.14% among 360,000. Muscarinic acetylcholine receptor M4 (Homo sapiens), P08173;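 active means activation above the run mean over all test wells plus 3 SD, cut at about 32% in these data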;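 further: peak over basal fluorescence ratio per well then scaled between controls; 0% = DMSO wells and 100% = acetylcholine at EC100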
CHRM5 antagonist = human M5 muscarinic receptor antagonists, primary screen, CHO cells, Fluo-8 calcium fluorescence. Muscarinic acetylcholine receptor M5 (Homo sapiens), P08912. CHO-hM5 cells, ACh EC80. inhibition, % at 3 µM. hit rate 0.59% among 360,000;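 active means inhibition above a per-plate cutoff, the mean of that plate's test compounds plus 3 SD, cut at about 27% in these data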;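 further: 0% = acetylcholine EC80 with DMSO and 100% = DMSO without agonist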
* hit, by the source's call; nt = not tested or not shown.

| SMILES | CHRM5 PAM | M1 PAM | CHRM5 agonist | CHRM4 PAM | CRFBP-R2 block | CRFBP-R2 agonist | CHRM4 antagonist | M4 ag | CHRM5 antagonist |
| --- | --- | --- | --- | --- | --- | --- | --- | --- | --- |
| CC(C(=O)Nc1nc(-c2ccc(F)cc2)cs1)N1C(=O)C2CC=CCC2C1=O (stereo not drawn) | -43.9 | -12.1 | 4.9 | -12.5 | -42.4 | 0.5 | 15.9 | 30.8 | 15.6 |
| Cc1nc(CSc2n[nH]c(=O)n2-c2cccc(F)c2)cs1 | -9.0 | -5.4 | 6.0 | -25.2 | -4.9 | 1.3 | 7.5 | 10.2 | 11.6 |
| Cc1ccc(S(=O)(=O)N2[C@@H](c3ccc(Br)cc3)C(C(=O)O)=CC[C@H]2c2ccc(Cl)c(Cl)c2)cc1 | -10.5 | -6.7 | 0.9 | -5.2 | 21.6 | 7.7 | 7.8 | -1.1 | 10.8 |
| N#Cc1c(NC(=O)CSc2nc3ccccc3s2)sc2c1CCCC2 | 0.8 | 3.1 | -0.9 | 1.5 | -23.7 | -0.5 | 4.1 | -0.3 | 3.9 |
| Cc1cc(C)nc(Nc2nc3ccccc3[nH]2)n1 | 0.8 | 2.5 | -3.5 | -2.6 | 1.6 | 0.9 | -3.6 | 0.5 | -10.1 |
| CCOc1ccc(S(=O)(=O)NCCC(=O)NCc2ccccn2)cc1 | 1.9 | 8.3 | 1.7 | 4.3 | -5.9 | -1.9 | 1.9 | 0.4 | 0.4 |
| Cc1cccc(Cn2c(N3CCc4ccccc4C3)nc3c2c(=O)[nH]c(=O)n3C)c1 | -1.9 | 6.0 | -0.9 | -6.3 | 12.9 | -1.5 | 2.0 | 0.6 | 2.4 |
| COc1cccc(CN2CC(C(=O)NCC3CCOCC3)CCC2=O)c1 (stereo not drawn) | -6.8 | 7.4 | -4.4 | -4.1 | 3.2 | 4.0 | 3.9 | -0.1 | 8.5 |
| CC(C)(C)OC(=O)C[C@@H]1C/C=C\C[C@H](CC(=O)N(CCO)Cc2ccccc2)C(=O)N2CCC[C@H]2COC1=O | -16.0 | -5.2 | -0.5 | -1.0 | -0.9 | -2.0 | -2.8 | 9.7 | 8.3 |
| COc1ccc(/C=C/C(=O)OCC(=O)NC2CCCCCC2)cc1 | -4.8 | 5.3 | 1.3 | 1.7 | 8.0 | -0.5 | -13.6 | 3.9 | 2.1 |
| O=C(Cn1cnc2c(cnn2-c2ccc(Cl)cc2)c1=O)NCCc1ccccc1 | -6.0 | 4.7 | -3.1 | 5.2 | -3.1 | 2.4 | -10.7 | 0.9 | 2.1 |
| CNc1ccc(Oc2c(F)c(F)nc(F)c2F)cc1 | -6.6 | 0.5 | -5.2 | -0.7 | 13.1 | -0.5 | 3.9 | 0.1 | 17.0 |
| COc1ccc(N2CCN(C(=O)CN(c3cccc(OC)c3)S(=O)(=O)c3ccccc3)CC2)cc1 | -2.7 | 1.7 | -0.4 | 1.4 | -26.8 | -1.3 | -16.4 | 5.5 | -7.8 |
| CC(=O)Nc1ccc2c(COC(=O)[C@@H](NS(=O)(=O)c3ccc(C)cc3)C(C)C)cc(=O)oc2c1 | -5.4 | 1.5 | 4.5 | -4.5 | -6.5 | 1.1 | 5.8 | 6.5 | 7.4 |
| COc1cc(NC(=O)c2oc3ccccc3c2C)ccc1NC(=O)c1ccco1 | -8.9 | -13.8 | -1.9 | -14.2 | -6.0 | -1.3 | -6.0 | 16.8 | 8.4 |
| Cn1nc(C(=O)NCc2ccccc2)c2c1-c1ccccc1S(=O)(=O)C2 | -6.2 | -5.2 | -1.8 | -5.6 | -2.1 | -1.5 | 1.4 | 5.1 | 19.9 |
| COc1ccc([C@H]2C[C@@H](O)[C@H](n3cc(COC(=O)c4ccccc4)nn3)CN2C(=O)C2CCCCC2)cc1 | 1.3 | -0.1 | 0.5 | -3.0 | -5.7 | -0.6 | -10.3 | 11.7 | 5.9 |
| COc1ccc(C(CC(=O)c2ccc(O)cc2)S(=O)(=O)c2ccc(C)cc2)cc1 (stereo not drawn) | 4.7 | 1.2 | 0.1 | -1.6 | 22.5 | -2.8 | 6.3 | 1.4 | -6.0 |
| CC(C)(C)NS(=O)(=O)c1ccc(NC(=O)C2CCCO2)cc1 (stereo not drawn) | -0.9 | 15.2 | -0.3 | 6.4 | 5.8 | -0.3 | -5.5 | 2.4 | 9.8 |
| O=C(NCC(=O)N1CCCCCCC1)c1ccccc1Br | 5.1 | 8.0 | -4.3 | 3.7 | 15.2 | -1.6 | -2.4 | 0.9 | -1.0 |
| Cn1c(=O)cc(OCCCC(=O)Nc2ccccn2)c2ccccc21 | 0.3 | -1.0 | -0.1 | -3.7 | 1.6 | -0.6 | 3.8 | 0.2 | -9.0 |
| O=C1C=C(OCCF)CC(c2cccc(Cl)c2)O1 (stereo not drawn) | -1.3 | nt | -1.6 | -0.7 | nt | nt | -0.8 | 3.8 | -1.9 |
| O=C(Nc1cccc(C(F)(F)F)c1)c1ccc2sc([C@@H]3O[C@H](CO)[C@H](O)[C@H](O)[C@H]3O)nc2c1 | 6.2 | -2.0 | 1.1 | -3.2 | nt | nt | 0.1 | -0.9 | -4.1 |
| COC(=O)CNC(=O)COC(=O)C(Cc1ccccc1)NC(=O)c1ccco1 (stereo not drawn) | -1.2 | 0.2 | -2.5 | 5.7 | 3.2 | 55.4* | -1.0 | 0.8 | -1.7 |
| Cc1ccc(-c2ccc(C3C(C#N)=C(N)Oc4n[nH]c(C)c43)o2)cc1 (stereo not drawn) | -0.5 | 6.7 | 0.7 | 20.4 | -4.3 | 2.6 | 10.4 | -0.2 | 11.5 |
| COc1ccc(NC(=O)CCNS(=O)(=O)c2ccc3c(c2)c(=O)n(C)c(=O)n3C)cc1OC | 6.9 | 3.5 | 2.2 | 5.2 | 13.2 | -1.2 | -5.7 | 1.2 | -3.0 |
| CC(=O)Nc1ccc(S(=O)(=O)Nc2nc3ccccc3nc2Nc2ccc(O)c(C(=O)O)c2)cc1 | -4.3 | 10.8 | -1.1 | -6.9 | -2.5 | 8.4 | -7.4 | 5.1 | 16.0 |
| CC(=O)c1ccc2noc(-c3ccc(Cl)cc3)c2c1 | 1.8 | -1.8 | 1.5 | 1.0 | -17.3 | 0.3 | -4.2 | 0.9 | -1.3 |
| Cc1cc(Cl)ccc1OCCn1cncn1 | 2.5 | 10.6 | 1.7 | 3.5 | 6.1 | -0.8 | -1.5 | 0.9 | -6.9 |
| O=C(COc1ccccc1-c1ccccc1)N/N=C/c1ccccn1 | -5.8 | 9.0 | 0.1 | -4.5 | 8.9 | 0.8 | 1.1 | 2.2 | 7.7 |
| CCOC(=O)Cn1nc(-c2ccc(Cl)cc2)ccc1=O | -5.6 | -5.0 | -0.8 | 3.5 | 0.8 | 0.2 | 7.4 | 1.1 | 16.1 |
| COc1ccc(CNN2CCCCC2C(=O)Nc2ccc(OC)c(OCC(C)C)c2)cc1OC (stereo not drawn) | -6.3 | -2.5 | 1.2 | -10.6 | 2.9 | -0.7 | 2.0 | 2.9 | 9.4 |
| CCOc1ccccc1NC(=O)c1cc(Cl)ccc1NC(=O)c1ccco1 | -6.5 | 7.0 | -4.1 | 12.2 | -2.8 | 0.4 | -8.7 | 0.2 | 10.2 |
| Cn1c(NCCc2ccncc2)nc2cc(-c3ccccc3)sc2c1=O | -0.6 | 6.8 | -1.6 | 4.0 | nt | nt | -4.5 | 7.0 | 2.6 |
| CCOC(=O)C1CCN(C(=O)CN(Cc2ccc(Cl)cc2)S(C)(=O)=O)CC1 | -4.8 | 2.2 | -1.0 | -4.8 | 20.6 | -0.6 | -2.6 | 0.9 | -4.8 |
| COc1ccccc1C(=O)O/N=C(\N)c1ccccn1 | -11.5 | 2.0 | -1.0 | -20.9 | 4.6 | -5.6 | -0.1 | 0.6 | 9.8 |
| NNC(=O)CNC(=O)c1ccc(F)cc1 | -1.6 | 1.1 | -4.9 | 1.0 | -6.3 | 0.5 | 0.1 | 0.3 | -6.0 |
| Nc1c(Cl)ncnc1NCCc1ccc(O)cc1 | -16.1 | -7.1 | 9.1 | -11.4 | 10.0 | 4.2 | -1.0 | 9.4 | 1.9 |
| Cc1ccc(S(=O)(=O)N2CCOCC2)cc1NC(=O)COC(=O)C1(C)CC1(Cl)Cl (stereo not drawn) | -12.5 | -5.7 | 1.9 | 0.6 | -5.5 | -0.6 | 3.5 | 8.0 | 0.6 |
| CCCn1c(SCC(=O)N(C2CCCCC2)C2CCS(=O)(=O)C2)n[nH]c1=O (stereo not drawn) | -2.1 | -6.4 | 2.2 | -2.6 | -0.6 | 1.0 | 17.0 | -0.3 | 10.9 |
| CCCCCCCCCCCCCC(=O)NO | 5.3 | 21.5 | 4.5 | 7.5 | -22.3 | -4.6 | -10.3 | 0.2 | -2.2 |
| Cc1cc(NCc2ccccc2)n2ncnc2n1 | 4.1 | 7.4 | 5.3 | -2.8 | 23.6 | -1.2 | 6.2 | 4.1 | 5.1 |
| CCN1C(C(=O)Nc2cc(C)on2)=C(O)c2ccccc2S1(=O)=O | 1.4 | 6.6 | -1.3 | -0.3 | -1.9 | -1.9 | 3.1 | 0.3 | -0.5 |
| COC(=O)c1cccc(Oc2cccc(Cl)n2)c1 | 11.4 | 16.2 | -3.3 | 8.1 | 5.2 | -1.0 | 3.7 | -0.4 | -3.8 |
| CCn1c(-c2ccccc2)csc1=Nc1ccc(S(=O)(=O)O)cc1 | 2.1 | 14.5 | -9.5 | -5.8 | 24.4 | 1.6 | -5.0 | 0.5 | -6.2 |
| CC(C)C(NC(=O)/C(=C/c1ccco1)NC(=O)c1ccc(Br)o1)C(=O)O (stereo not drawn) | 0.0 | 15.2 | -1.8 | -4.1 | -1.2 | 0.1 | -8.8 | 1.8 | 2.0 |
| CC(=O)Nc1ccc(C(=O)NNC(=O)c2cccs2)cc1 | 2.4 | 1.8 | -3.2 | 2.5 | 4.7 | 0.8 | 3.8 | 1.3 | 4.0 |
| Cc1cc2c(=O)oc(-c3ccc(Br)cc3)nc2s1 | 7.6 | 5.9 | -0.7 | 3.9 | 26.8 | 0.4 | -2.3 | 0.7 | 5.1 |
| COc1ccc(C(=O)NC(=S)Nc2cccc(S(=O)(=O)N3CCOCC3)c2)cc1 | 4.1 | 1.9 | 4.2 | 0.8 | -5.4 | 7.3 | -7.3 | 9.4 | -1.8 |

Another view of some results above:
Results follow in this order: CHRM5 PAM | M1 PAM | CHRM5 agonist | CHRM4 PAM | CRFBP-R2 block | CRFBP-R2 agonist | CHRM4 antagonist | M4 ag | CHRM5 antagonist
- CC(=O)Nc1ccc(C(=O)NNC(=O)c2cccs2)cc1
  2.4 | 1.8 | -3.2 | 2.5 | 4.7 | 0.8 | 3.8 | 1.3 | 4.0
- Cc1cc2c(=O)oc(-c3ccc(Br)cc3)nc2s1
  7.6 | 5.9 | -0.7 | 3.9 | 26.8 | 0.4 | -2.3 | 0.7 | 5.1
